eIF4E-4G inh = blocks eIF4E binding to eIF4G | P63073+Q04637 | TR-FRET eIF4E-eIF4GI(517-606) binding, 2 h | inhibition, % at 21.7 µM | 220,000 compounds, 0.37% hits;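 active = inhibition above about 30%, limit read from the data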;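 note: 0% = full FRET control wells and 100% = background wells lacking eIF4GI fragment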
p97 inhibitor = human p97 ATPase inhibition. inhibition, % at 8 µM. recombinant p97 ATPase, Kinase-Glo ATP luminescence, 3 h. 220,000 compounds, 0.42% hits. P55072. AID 1481; in the data active = inhibition above about 15%;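 note: 0% = DMSO vehicle and 100% = wells lacking enzyme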
MDM2 E3 inh = blocks human Mdm2 ubiquitin ligase activity. Q00987. cell-based MDM2 ubiquitination luciferase reporter, 2 h; 0 = plate control, 100 = twice control, blank-subtracted. signal enhancement, % at 5 µM. 210,000 compounds, 0.11% hits;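 active = signal enhancement of 30% or more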;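 note: luminescence tracks abundance of the self-degrading MDM2-luciferase fusion protein; higher signal means inhibition of MDM2 E3 ligase activity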
Target sequence (Q00987 whole entry, looked up, the tested form may be a part): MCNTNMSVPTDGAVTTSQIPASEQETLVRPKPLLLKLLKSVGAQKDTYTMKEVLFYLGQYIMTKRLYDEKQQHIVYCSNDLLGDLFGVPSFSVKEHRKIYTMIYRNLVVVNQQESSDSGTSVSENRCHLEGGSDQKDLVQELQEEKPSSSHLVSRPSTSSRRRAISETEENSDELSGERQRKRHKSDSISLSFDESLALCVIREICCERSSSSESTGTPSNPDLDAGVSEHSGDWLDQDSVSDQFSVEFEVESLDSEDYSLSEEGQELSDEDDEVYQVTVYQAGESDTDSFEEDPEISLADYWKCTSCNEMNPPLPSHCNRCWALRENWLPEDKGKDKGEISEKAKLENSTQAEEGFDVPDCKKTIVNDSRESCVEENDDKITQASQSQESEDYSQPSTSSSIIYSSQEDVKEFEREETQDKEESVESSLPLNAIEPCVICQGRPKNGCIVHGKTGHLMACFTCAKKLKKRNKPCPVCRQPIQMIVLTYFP
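Test system: stable mammalian line carrying autodegrading MDM2–luciferase fusion reporter; quantity: 2000 cells in each well; times: 4 h cell settling then 2 h compound exposure, 37 °C; detection: luminescence with SteadyLite reagent, 15 min at room temperature; evaluation: percent signal gain over controls, blank-subtracted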
14-3-3 Bad inh = disrupts binding of bovine 14-3-3 zeta to phospho-Bad peptide. inhibition, % at 21.7 µM. P63103. 220,000 compounds, 0.71% hits. TR-FRET 14-3-3zeta/Dy647-pBad peptide displacement, 1 h. AID 781;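 active = inhibition above about 70%, limit read from the data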;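 note: 0% = full 14-3-3 plus peptide FRET controls and 100% = background without 14-3-3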
Target sequence (P63103 whole entry, looked up): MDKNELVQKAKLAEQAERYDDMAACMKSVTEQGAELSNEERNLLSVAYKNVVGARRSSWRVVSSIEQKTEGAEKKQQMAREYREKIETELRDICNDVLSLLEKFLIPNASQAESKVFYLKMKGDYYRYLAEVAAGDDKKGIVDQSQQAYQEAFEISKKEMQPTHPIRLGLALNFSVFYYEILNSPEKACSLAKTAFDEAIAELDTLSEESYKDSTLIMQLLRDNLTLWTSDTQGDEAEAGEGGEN
KLK5 inh = inhibitors of human kallikrein 5 | 210,000 compounds, 0.59% hits | inhibition, % at 5 µM | recombinant hK5, fluorogenic AMC substrate cleavage | Q9Y337;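 active = inhibition of 40% or more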;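 note: 0% = enzyme controls without compound and 100% = no-enzyme blanks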
Target sequence (Q9Y337 67-293 limits assumed): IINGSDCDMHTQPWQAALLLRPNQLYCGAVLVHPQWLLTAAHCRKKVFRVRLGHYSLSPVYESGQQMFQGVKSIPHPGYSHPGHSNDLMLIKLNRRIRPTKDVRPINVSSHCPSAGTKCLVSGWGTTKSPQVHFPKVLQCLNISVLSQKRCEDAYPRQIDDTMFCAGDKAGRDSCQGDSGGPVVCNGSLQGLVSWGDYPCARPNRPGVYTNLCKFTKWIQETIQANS
Rad51 HR inh = blocks human Rad51 in homologous recombination. inhibition, % at 10 µM. Q06609. 200,000 compounds, 0.085% hits. hRad51 DNA strand exchange, fluorescence dequenching;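 active = inhibition above 40% at the single screening dose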;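 note: 0% = DMSO control wells and 100% = blanks with heterologous ssDNA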
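Material: hRad51 filaments on single-stranded DNA; Reagent: Donor/quencher-labelled 47-bp dsDNA substrate; Compound: 10 µM final, single point; Schedule: 37 °C 15-min filament assembly, 30-min compound preincubation, 15-min exchange; Technique: FRET fluorescence, excitation 485 nm, emission 520 nm; Benchmarks: control wells and blank wells on each plate.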
FXIIa inh = factor XIIa (human) inhibition; P00748; purified FXIIa, Boc-QGR-AMC fluorogenic substrate, 2 h; inhibition, % at 5 µM; 220,000 compounds, 0.3% hits; in the data active = inhibition above about 40%;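 note: 0% = enzyme with no compound and 100% = blank without enzyme; many of its hits are not listed in these tables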
Wee1 degr inh = blocks degradation of human Wee1 kinase; HeLa Luc-Wee1K328M stability, luciferase luminescence; 100% = proteasome inhibitor MG132 effect; reporter increase, % at 5 µM; 220,000 compounds, 1.2% hits; AID 1321;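 active = activation above the mean of all tested compounds plus 3 SD, set per screening run, cut at about 8.8% in these data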;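 note: cells exposed to compound for 20 h before luminescence read; 0% = DMSO alone and 100% = MG132 at 30 µM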
FXIa inh 1536 = factor XIa (human) inhibition; AID 798; P03951; purified FXIa, Boc-Glu-Ala-Arg-AMC fluorogenic substrate; 220,000 compounds, 0.14% hits; inhibition, % at 5 µM;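 active = inhibition of at least 40%; inactive = inhibition below 40%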;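 note: fluorescence of freed AMC excited at 355 nm; 0% = enzyme without compound and 100% = no enzyme blank; many of its hits are not listed in these tables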
Active calls of the source: *; x = not tested or not shown; [ ] = dose if it differs, or a comment.

FXIIa inh	Rad51 HR inh	eIF4E-4G inh	MDM2 E3 inh	FXIa inh 1536	Molecule	Wee1 degr inh	KLK5 inh	p97 inhibitor	14-3-3 Bad inh
10	-4	1	-6	5	O=C(Nc1ccc2c(c1)OCO2)c1c(F)c(F)c(F)c(F)c1F	1	9	-7	-15
0	4	2	-30	-6	O=C(Nc1ccc([N+](=O)[O-])cc1)Nc1ccc2c(c1)OCCO2	4	-19	-6	2
-3	6	-1[fluorescence artefact?]	-2	-5	CCN(c1cccc(C)c1)S(=O)(=O)c1ccc2c3c(cccc13)C(=O)N2	1	-12	-2	-8
7	1	-1[fluorescence artefact?]	x	-1	NS(=O)(=O)c1cc2c(cc1Cl)NC=NS2(=O)=O	-3	-11	-2	5[fluorescence artefact?]
8	29	-2	3	5	COc1ccc(NC(=O)COC(=O)c2cc(SC)ccc2Cl)c(OC)c1	-4	-13	-4	6
6	-9	-3	-23	-6	COc1ccccc1OC(C)C(=O)NNC(=S)NC1CCCC1 (configuration not stated)	-2	-17	-6	-6
12	2	5	6	12	O=C(CSc1ccccn1)N/N=C/c1cccc([N+](=O)[O-])c1	8	-16	2	-8
7	15	0	-2	2	Cc1cc(C)n2nc(/C(C#N)=C/c3ccccn3)c(C#N)c2n1	2	-10	1	-8
2	5	0	-12	6	CCCCSCCCNC(=O)Nc1ccc(CC)cc1	5	-22	-5	64
18	-12	-10[fluorescence artefact?]	-1	15	Cc1ccc2[nH]c3c(c2c1)CN(C(=O)CN1c2ccc(F)cc2CCC1C)CC3 (configuration not stated)	-2	-1	3	-3[fluorescence artefact?]
-13	-1	4	-21	-5	Cc1cc(-n2c(C)cc(C(=O)CSc3nnnn3-c3ccc(Cl)cc3)c2C)no1	-1	-3	0	-11[fluorescence artefact?]
19	-2	2	-9	9	O=C(COC(=O)c1ccccn1)Nc1cccc(Cl)c1	-3	-13	4	-13
5	14	4	-12	5	Cc1nn(-c2ccccc2)c(Cl)c1/C=C1\SC(=S)N(CCCCCC(=O)O)C1=O	4	3	-1	2
6	x	5	-19	-4	CCS(=O)(=O)c1ccc2c(c1)NC(=O)C(CCO)O2 (configuration not stated)	0	x	2	-2
16	x	-2	-18	3	Cc1ccc(NC(=O)C2CC(=O)n3ncnc3N2)cc1 (configuration not stated)	0	3	-1	8[fluorescence artefact?]
11	26	1	-5	2	CCCS(=O)(=O)c1nc(S(=O)(=O)c2ccc(C)cc2)c(NCCCN(C)C)s1	-3	8	0	-15
7	1	4	-21	0	C/C(=N\NC(=S)NC(C)C)c1ccco1	4	2	4	0
11	-4	8	-21	-2	Cc1c(CC(=O)O)c(=O)oc2cc(OCc3nn[nH]n3)ccc12	0	-58	-1	58[fluorescence artefact?]
9	8	14[fluorescence artefact?]	4	8	CCCCOC(=O)/C(=C/c1cn(C)c2ccccc12)NC(=O)c1ccc(OC)cc1	0	-8	0	-12
2	10	-1	-4	-6	CCN(CC)CCC(C)OC(c1ccccc1)c1ccccc1 (configuration not stated)	-1	-22	2	-15
-1	12	-15	-2	-6	Cc1n[nH]c(C)c1N=Nc1cc(Cl)ccc1Cl	0	-6	-3	2
10	-49	-1	-7	-1	CCCCS(=O)c1snnc1C (configuration not stated)	2	-3	1	-3
1	-11	1	-3	1	CN(C)S(=O)(=O)c1ccc2c(c1)nc(CCC(=O)O)n2C	-2	-4	16*	-2
14	x	4	-1	10	CCOC(=O)c1cc(-c2ccc(N3CCOCC3)cc2)nn1-c1ccc(F)cc1F	-2	-5	-5	1[fluorescence artefact?]
-2	-5	8	-9	-12	[O-][n+]1ccc(C2CC2)cc1	2	-6	4	-3
14	10	-8[fluorescence artefact?]	-4	6	O=c1oc2cc(O)ccc2c2ccccc12	1	18	0	3
3	x	3	-15	-4	CCC(=O)NCCc1nc2cc(NC(=O)c3cccs3)ccc2n1C	-2	x	3	-3
-5	-1	-5	-8	-9	O=C(Nc1ccc(F)cc1F)c1csc(-c2ccccc2)n1	-2	-24	-4	-4
5	x	0	-11	-3	Cc1nn(C(C)C)c(C)c1CN1CCCC(CCC(=O)NCc2ccccc2F)C1 (configuration not stated)	8	x	-1	-2
-1	-2	0	-9	-4	CCCc1cc(=O)[nH]c(SCc2ccccc2Cl)n1	5	-24	-2	-3

Record cards, as listed above. Values in the order: FXIIa inh | Rad51 HR inh | eIF4E-4G inh | MDM2 E3 inh | FXIa inh 1536 | Wee1 degr inh | KLK5 inh | p97 inhibitor | 14-3-3 Bad inh
`Cc1nn(-c2ccccc2)c(Cl)c1/C=C1\SC(=S)N(CCCCCC(=O)O)C1=O` as listed: 5 | 14 | 4 | -12 | 5 | 4 | 3 | -1 | 2
`CCCCS(=O)c1snnc1C` (configuration not stated) as listed: 10 | -49 | -1 | -7 | -1 | 2 | -3 | 1 | -3
`O=C(COC(=O)c1ccccn1)Nc1cccc(Cl)c1` as listed: 19 | -2 | 2 | -9 | 9 | -3 | -13 | 4 | -13
`NS(=O)(=O)c1cc2c(cc1Cl)NC=NS2(=O)=O` as listed: 7 | 1 | -1[fluorescence artefact?] | x | -1 | -3 | -11 | -2 | 5[fluorescence artefact?]

(next part)
FXIIa inh	Rad51 HR inh	eIF4E-4G inh	MDM2 E3 inh	FXIa inh 1536	Molecule	Wee1 degr inh	KLK5 inh	p97 inhibitor	14-3-3 Bad inh
3	-11	0[fluorescence artefact?]	-4	5	O=C(CCl)Nc1nc(-c2ccco2)c(-c2ccco2)s1	-1	-34	18*	17
10	14	6	-9	2	COc1ccc(N2C(=O)C(Cl)=C(Nc3c(C)n(C)n(-c4ccccc4)c3=O)C2=O)cc1	-2	-3	6	-12
8	-3	3	-7	0	Cc1cc(C)nc(SCC(=O)NNC(=O)c2ccccc2C)n1	-2	-16	-3	-3
9	-5	-3	-4	-4	O=C(NC(=S)Nc1ccc(O)cc1)c1ccccc1Cl	6	-8	-4	0
12	x	5	-8	9	COc1cccc(/C=N/n2c(=O)[nH]c3ccccc32)c1OC	2	-11	-2	-5[fluorescence artefact?]
7	-10	-1	-21	-5	CC(=O)Nc1ccc(-c2csc(Nc3cccc(C)n3)n2)cc1	2	-1	-1	-7
9	x	-1	0	1	OC(CNCc1ccc2c(c1)OCO2)COc1ccc(F)cc1 (configuration not stated)	4	0	7	1
8	10	15[fluorescence artefact?]	-3	5	O=C(O)c1ccc(CSc2nc(-c3ccccc3)cc(C(F)(F)F)n2)cc1	0	-16	5	1
-3	-3	1	0	0	Cc1ccc(C(=O)C2=C(O)C(=O)N(CCCn3ccnc3)C2c2ccc(OC(C)C)cc2)o1 (configuration not stated)	0	0	7	19[fluorescence artefact?]
4	5	-6	10	3	CCn1c(SCC(=O)n2c(C)c(C)c3ccccc32)nnc1-c1ccco1	0	0	8	31
21	5	3	-8	5	O=C(c1ccccc1)N1CCOC12CCN(c1ncc(C(F)(F)F)cc1Cl)CC2	4	-12	1	-9
10	-9	-5	x	-3	CC(=O)C1=C(C)N(CC2CC2)C(=O)N[C@H]1c1ccc(Br)cc1	4	-13	3	-12
23	2	4	-8	7	CCCCNC(=O)c1ccc2c(c1)ncn2C1CCCCC1	1	-9	1	-6
-19	0	1[fluorescence artefact?]	-16	-7	CCS(CC)=NS(=O)(=O)c1ccc(NC(C)=O)cc1	3	1	4	-9
7	5	2	2	-2	Cc1nn(C)c(C)c1NC(=O)c1cc2nc(-c3ccco3)cc(C(F)(F)F)n2n1	0	-4	5	-6
9	16	0[fluorescence artefact?]	5	8	O=C(CN1C(=O)C2C3C=CC(C3)C2C1=O)Nc1ccc(S(=O)(=O)N2CCCCC2)cc1 (configuration not stated)	1	-5	-2	9
14	-6	-14	-13	3	O=C(/C=C/c1ccccc1)Nc1ncn[nH]1	0	15	0	-1
11	2	-24	-20	1	CCCCn1c(SCC(=O)Nc2cc(NC(=O)c3ccco3)ccc2C)nc2ccccc2c1=O	0	-21	4	63
11	x	0	6	9	Cc1ccccc1OCC(=O)Nc1nc(C)c(C(=O)N(C)C)s1	-2	-6	0	-12
12	-3	3	-4	5	Cc1cccc(C)c1NC(=O)C(NC(=O)CN1C(=O)c2ccccc2C1=O)c1ccccc1 (configuration not stated)	-2	-8	8	11[fluorescence artefact?]
-13	-1	4	-17	-20	CCOc1ccc2[nH]c(O)c(NC(C)=O)c2c1	0	12	1	-14
15	2	4	-11	6	O=C(Nc1ccc(Br)c(C(F)(F)F)c1)c1ccccc1	2	-21	-3	-13
8	6	2	-5	12	O=C1C=CC2C(c3ccc4c(c3)OCO4)CC1N2Cc1ccccc1 (configuration not stated)	1	-4	4	-3[fluorescence artefact?]
8	x	2	x	8	O=C(Cn1nc(CNc2ccc(Cl)cc2)[n+]2c1CCCCC2)c1ccc(Br)cc1	0	-10	7	4
14	-3	4	-2	2	N#CC1=C(SCC(=O)NCc2ccccc2)NC(=O)CC1c1ccco1 (configuration not stated)	0	-9	4	-1
5	1	-3	-5	-5	CCCc1nc(N)c(C#N)c(N)c1C#N	-2	6	-6	1
20	6	1	-6	7	COC(=O)c1cc(C(=O)OC)n(Cc2ccc(Cl)cc2Cl)n1	0	-1	-1	-4
16	-8	-1	-12	6	CCc1cc(C(=O)c2ccc(OC)cc2)c(NC(=O)CCC(=O)O)s1	-1	5	4	-18
10	8	-5	-1	7	O=C1CCCC2=C1C(c1ccccc1)CC(=O)N2c1ccc(F)cc1F (configuration not stated)	0	-1	8	-1
2	x	1	-4	-4	COc1cc(C2C(C#N)=C(N)Oc3cc4c(cc32)OCO4)cc(OC)c1OC (configuration not stated)	1	-1	5	-15
5	1	1	x	-1	COc1ncccc1-c1nnn(-c2ccc(C)cc2)n1	-1	1	-1	-1

Compound activity as filed in PubChem BioAssay.
